# GLP-1R inv ag: qHTS of GLP-1 Receptor Inverse Agonists (Inhibition Mode) | hit rate 1.6% among 410,000 | AID 624417, 2012 | Potency, µM (series often up to 38.3 µM), without a hit: top-dose activity change, negative = inhibition, hits mostly inhibitors | HEK293 GLP-1R CRE-luciferase, luminescence, 24 h; GLP-1R form is constitutively active; also: potency is read from the fitted curve at half-maximal effect; % is scaled to controls: 0 for no effect and ±100 for the full control effect; nearly all actives have a fitted effect of over 55% in size
#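 Using stably transfected HEK293 (constitutively active GLP-1R, cAMP-luciferase reporter), compounds were incubated 24 hr and luciferase measured by luminescence.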
# PLK1 PBD block: qHTS for Inhibitors of PLK1-PDB (polo-like kinase 1 - polo-box domain): Primary Screen | Plk1 PBD binding of FITC phosphopeptide, fluorescence polarization | hit rate 2.8% among 360,000 | Potency, µM, without a hit: max response, negative = inhibition, actives largely listed as inhibitors | Serine/threonine-protein kinase PLK1 (Homo sapiens), P53350; also: potency is read from the fitted curve at half-maximal effect; series mostly up to about 57 µM; % is scaled to controls: 0 for no effect and ±100 for the full control effect; nearly all actives have a fitted effect of over 65% in size
# Target sequence (P53350 whole entry, looked up, the tested form may be a part): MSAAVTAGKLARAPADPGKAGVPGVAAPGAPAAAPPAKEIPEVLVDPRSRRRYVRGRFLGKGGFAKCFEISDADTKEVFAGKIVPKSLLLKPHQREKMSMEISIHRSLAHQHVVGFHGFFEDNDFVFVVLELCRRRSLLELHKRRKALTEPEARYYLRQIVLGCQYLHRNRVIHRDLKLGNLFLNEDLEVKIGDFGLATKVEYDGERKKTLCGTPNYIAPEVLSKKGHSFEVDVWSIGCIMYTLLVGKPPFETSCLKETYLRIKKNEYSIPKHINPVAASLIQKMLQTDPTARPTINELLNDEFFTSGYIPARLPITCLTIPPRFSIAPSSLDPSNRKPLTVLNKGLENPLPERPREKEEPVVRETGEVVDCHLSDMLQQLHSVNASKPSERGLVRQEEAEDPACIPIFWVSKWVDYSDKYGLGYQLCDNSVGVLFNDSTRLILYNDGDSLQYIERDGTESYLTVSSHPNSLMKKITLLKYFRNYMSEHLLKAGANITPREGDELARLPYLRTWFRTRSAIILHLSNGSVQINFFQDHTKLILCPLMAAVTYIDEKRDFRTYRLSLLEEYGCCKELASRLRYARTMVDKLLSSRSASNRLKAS
# GLP1R ag: qHTS of GLP-1 Receptor Agonists. Glucagon-like peptide 1 receptor (Homo sapiens), P43220. HEK293 GLP-1R CRE-luciferase, luminescence, 4-6 h; cells express a hypersensitive GLP-1R form. Potency, µM (top dose mostly 45.6 µM), without a hit: at the highest dose activation, most hits filed as activators. hit rate 0.007% among 380,000. AID 624172, 2012; also: potency is read from the fitted curve at half-maximal effect; % of control where 0% means no effect
# D3 ag: qHTS of D3 Dopamine Receptor Agonist: qHTS | D(3) dopamine receptor (Homo sapiens), P35462 | D3R DiscoveRx beta-arrestin cells, luminescence, 90 min | max activation, % | hit rate 0.58% among 410,000 | AID 652048, 2013; in the data active = max activation above about 30%; also: 0% is about no effect; mostly tested at two doses, the higher about 12 µM
#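 Agonist mode: compounds and dopamine controls were applied to plated cells for 90 min at 37 degrees C after an overnight attachment at 1500 cells/well. Luminescent read-out followed 30 - 60 minutes at room temperature with DiscoveRx detection reagent.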
# PI5P4Ka inh: qHTS for Inhibitors of phosphatidylinositol 5-phosphate 4-kinase (PI5P4K). PI5P4Kalpha enzyme, ADP-Glo luminescence, 60 min; hits give low values. hit rate 1.2% among 330,000. max response, %. Phosphatidylinositol 5-phosphate 4-kinase type-2 alpha (Homo sapiens), P48426; active = max response of -50% or lower; inconclusive = between -30% and -50%; inactive = -30% or higher; also: value at the top dose of about 77 µM; % is scaled to controls: 0 for no effect and ±100 for the full control effect
#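 Enzyme plus substrate dispensed, test compounds pinned in, then ATP (5 microM final) added. After 60 min at RT, ADP-Glo reagent 1 for 45 min and reagent 2 for 30 min preceded luminescence imaging.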
# DRD3 antagonist: qHTS of D3 Dopamine Receptor Antagonist: qHTS; D(3) dopamine receptor (Homo sapiens), P35462; D3R cells, DiscoveRx beta-arrestin luminescence, antagonist mode; hits give low values; max response, negative = inhibition, %; hit rate 2.5% among 360,000; AID 652054, 2013; in the data active = max response below about -50%; inconclusive = no clear call, values can overlap the other calls; also: % is scaled to controls: 0 for no effect and ±100 for the full control effect; mostly tested at two doses, the higher about 12 µM
#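 Cells plated overnight at 1500 cells/well, then exposed to library compounds with dopamine controls for 90 minutes at 37 degrees C. DiscoveRx reagent added for 30–60 minutes at room temperature; luminescence read, quantitative HTS format.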
# HEK293 tox: qHTS of GLP-1 Receptor Inverse Agonists: Cytotox Screen. HEK293 cAMP-luciferase reporter cells, luminescence, 24 h. hit rate 0.13% among 410,000. Potency, µM (doses to about 38.3 µM), for the others: top-dose activity change, negative = inhibition, usual class: inhibitors;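 also: loss of luciferase light is scored as toxicity; potency is read from the fitted curve at half-maximal effect; % is scaled to controls: 0 for no effect and ±100 for the full control effect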
#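 Quantitative HTS format, 1536 wells, 200 cells/uL seeded. Compounds: 23 nL, 24 h, 37 °C. Detection: luciferase reagent, luminescence at 12 min RT; decreased signal taken as cytotoxic.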
# IL-2 act: qHTS of IL-2 Activators; IL-2 activation reporter assay, cell-based qHTS; stimulated with anti-CD3/CD4/CD28 beads; in transgenic mouse T cells; activation, % (series mostly up to about 46 µM); hit rate 0.065% among 360,000; in the data active = activation above about 50%; inconclusive = mostly about 30% to 49%; also: 0% is about no effect
#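 Quantitative HTS in unstimulated transgenic mouse T cells, with memory T cells as non-tolerant control and PMA/ionomycin as tolerance-bypass control. Compound pretreatment lasted 60 minutes before 18 h bead stimulation; EGFP/DsRed fluorescence read.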
# WRN inhibitor: qHTS for Inhibitors of WRN Helicase | Potency, µM (doses to about 114 µM), for the others: at the highest dose activity change, negative = inhibition, hits mostly inhibitors | Bifunctional 3'-5' exonuclease/ATP-dependent helicase WRN (Homo sapiens), Q14191 | hit rate 0.46% among 360,000 | WRN helicase unwinding, fluorescent forked duplex, kinetic; also: potency is read from the fitted curve at half-maximal effect; % is scaled to controls: 0 for no effect and ±100 for the full control effect; nearly all actives have a fitted effect of over 55% in size
#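 Screening of the MLSMR collection measured strand separation of a quenched forked DNA duplex (100 nM) by 20 nM WRN with 2 mM ATP, all final. Compounds were preincubated with enzyme 15 min at room temperature.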
# The depositor's hits bear a star; ? = inconclusive; . = no result given; & = joins results of further samples; [ ] = dose if it differs, or a comment. Unless noted, calls follow the shape of the dose curve; as a rule, active = well fitted curve in the direction sought with a large enough effect; inconclusive = small, poorly fitted or top-dose-only effect, or another doubt; inactive = no such curve, though single readings can be large; an effect the other way counts as inactive or inconclusive. These rows are one share of the data. The share of hits here may be higher or lower than overall.
# Fields: GLP-1R inv ag	PLK1 PBD block	GLP1R ag	D3 ag	PI5P4Ka inh	DRD3 antagonist	HEK293 tox	IL-2 act	WRN inhibitor
CCC(Cc1c(I)cc(I)c(N)c1I)C(=O)O (configuration not stated)
  -10%	-16%	3%	5&-17	-5	1	6%	0.9	-6%
CC(=O)N(CC(O)CO)c1c(I)c(C(=O)NCC(O)CO)c(I)c(C(=O)NCC(O)CO)c1I (configuration not stated)
  2%	-6%	-7%&32%	13&-3	3	11	3%	-0.4	-2%
CN1CCN(CCCN2c3ccccc3Sc3ccc(S(=O)(=O)N(C)C)cc32)CC1
  ?	-2%	4%	-23&-20	27	-53*	-19%	0.2	6%
C[C@H]1c2cccc(O)c2C(O)=C2C(=O)[C@]3(O)C(O)=C(C(N)=O)C(=O)[C@@H](N(C)C)[C@@H]3[C@@H](O)[C@@H]21
  -24%	-17%	1%	-33&12	-5	-28	6%	-0.3	3%
CCCCOC(=O)c1ccc(N)cc1
  19%	3%	-1%&24%	-12&17	1	1	2%	0.3	8%
CCN(CC)S(=O)(=O)c1ccc(C(=O)O)cc1
  25%	-6%	-4%&0%	4&12	-6	0	5%	-0.2	1%
O=C(NCCN1CCOCC1)c1ccc(Cl)cc1
  6%	?	14%&6%&3%	-71&-19&-21	-7	-69*	3%	0.0	2%
C#C[C@]1(O)CC[C@H]2[C@@H]3CCC4=CC(=O)CC[C@@H]4[C@H]3CC[C@@]21CC
  13%&-8%	0%&-15%	10%&3%&2%	19&1&-16	?	29&-4	0%&18%	-0.2&0.3	3%&6%
Nc1cc(=O)[nH]c(N)n1
  -3%	-14%	-1%&-2%	-13&9	1	-27	2%	2.7	4%
C[C@]12CC[C@H]3C(=CCc4cc(O)ccc43)[C@@H]1CCC2=O
  3%	-18%	17%	11	4	27	4%	-0.3	-3%
CCN(CC)CCOC(=O)C(c1ccccc1)c1ccccc1
  -6%	-5%	4%&-5%	-82&-21	-1	-67*	5%	-0.7	-2%
COc1ccc(S(=O)(=O)Nc2nnc(CC(C)C)s2)cc1
  -1%	-4%	0%&9%&-17%	-6&0&7	.	-10	-3%	0.3	-1%
CCCc1cc(C(N)=S)ccn1
  8%	-6%	-2%&1%	9&6	3	10	0%	-0.2	-2%
CCOC(=O)Nc1ccc(NCc2ccc(F)cc2)nc1N
  3%	7.5µM*	2%&-3%&-5%	4&-1&-1	-50*	-6	1%	1.9	-1%[11.6 µM]
CC[C@]12CCCN3CCc4c(n(c5ccccc45)[C@@](O)(C(=O)OC)C1)[C@@H]32
  0%	-6%	-6%	5&13	-1	-15	-8%	-1.2	0%

# Grouped by structure, the compounds so far with nitrogen in an aromatic ring (5)
# Fields: GLP-1R inv ag	PLK1 PBD block	GLP1R ag	D3 ag	PI5P4Ka inh	DRD3 antagonist	HEK293 tox	IL-2 act	WRN inhibitor
Nc1cc(=O)[nH]c(N)n1
  -3%	-14%	-1%&-2%	-13&9	1	-27	2%	2.7	4%
COc1ccc(S(=O)(=O)Nc2nnc(CC(C)C)s2)cc1
  -1%	-4%	0%&9%&-17%	-6&0&7	.	-10	-3%	0.3	-1%
CCCc1cc(C(N)=S)ccn1
  8%	-6%	-2%&1%	9&6	3	10	0%	-0.2	-2%
CCOC(=O)Nc1ccc(NCc2ccc(F)cc2)nc1N
  3%	7.5µM*	2%&-3%&-5%	4&-1&-1	-50*	-6	1%	1.9	-1%[11.6 µM]
CC[C@]12CCCN3CCc4c(n(c5ccccc45)[C@@](O)(C(=O)OC)C1)[C@@H]32
  0%	-6%	-6%	5&13	-1	-15	-8%	-1.2	0%
